HIV peptide binding = inhibitors of HIV fusion peptide binding, primary screen, biochemical, uHTS, fluorescence dequenching (AID 1986); cell-free peptide binding, fluorescence dequenching, 30 min; higher % means a stronger effect; hit rate 0.3% among 290,000; inhibition, % at 20 µM; hits with a dose series show IC50 in µM; in the data active means inhibition mostly above about 52%, no sharp cut-off; inactive means mostly below about 76%; further: some results filed as inactive read as strong as hits
SV40 large T antigen = TAg ATPase/helicase activity blockers – biochemical (AID 1903); SV40 large T antigen ATPase/helicase inhibition assay; higher % means a stronger effect; inhibition, % at 20 µM, or IC50 in µM where a hit was titrated; hit rate 0.39% among 310,000; in the data active means a potency from the dose series; inconclusive means inhibition mostly from about 32% at the one dose, without a potency; inactive means the rest, 99 in 100 with inhibition below about 32%; further: strong numbers were not always called active
MgcRacGAP inhibition = MgcRacGAP GTPase-activating activity inhibitors, confirmation, biochemical, ADP Hunter fluorescence; hit rate 0.6% among 340,000; AID 624330; MgcRacGAP-stimulated Rac1 GTP hydrolysis, ADP Hunter fluorescence; higher % means a stronger effect; GST-tagged Rac1 F28L mutant substrate; one-dose inhibition, % at 30 µM; IC50 in µM for titrated hits;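 active means first-screen hits whose inhibition reached a set limit at any dose in the follow-up dose series; inconclusive means inhibition above the set first-screen limit but never retested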;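 further: fluorescence reports GDP produced by GAP-driven GTP hydrolysis; strong numbers were not always called active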
Dengue-2 NS5 capping = flavivirus cap methylation enzyme inhibition – biochemical, confirmation dose response, primary screen (AID 588689); inhibition, % at 25 µM, or IC50 in µM where a hit was titrated; hit rate 0.3% among 340,000; Dengue-2 NS5 methyltransferase capping enzyme assay, biochemical; higher % means a stronger effect; in the data active means a potency from the dose series; inconclusive means inhibition above about 29% without an active follow-up result
RSV CPE inhibition = inhibition of RSV-induced cytopathic effect – HEp-2 cells, primary 10 µM value included (AID 2391); HEp-2 cells, RSV-induced CPE inhibition; higher % means a stronger effect; hit rate 0.13% among 310,000; CPE inhibition, % at 10 µM, or IC50 in µM where a hit was titrated; in the data active means a potency from the dose series; inconclusive means CPE inhibition mostly from about 23% at the one dose, without a potency; inactive means the rest, 99 in 100 with CPE inhibition below about 21%; further: strong numbers were not always called active
XIAP antagonists = XIAP antagonists, biochemical, IAP family, fluorescence polarization (AID 1018). XIAP BIR domain, fluorescence polarization peptide displacement; higher % means a stronger effect. displacement, % at 20 µM, or IC50 in µM where a hit was titrated. hit rate 0.007% among 200,000; in the data active means displacement above about 50%; further: a part of the inactive calls stands beside numbers as strong as those of hits
LYP inhibition = PTPN22 lymphoid phosphatase activity blockers – biochemical, fluorescence intensity, uHTS (AID 1779); inhibition, % at 11.5 µM, or IC50 in µM where a hit was titrated; recombinant LYP phosphatase, fluorescence intensity; higher % means a stronger effect; hit rate 0.054% among 290,000; in the data active means inhibition above about 50%;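 further: plate controls were vehicle with enzyme for no effect and no enzyme for full effect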
SIAH1 antagonists = blockers of Siah-1 interaction with plectin peptide – biochemical, fluorescence polarization, rhodamine-plectin, uHTS, primary screen (AID 1817). Siah-1 / rhodamine-plectin peptide fluorescence polarization; higher % means a stronger effect. one-dose displacement, % at 20 µM; IC50 in µM for titrated hits. hit rate 0.02% among 290,000;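 active means displacement of at least 50% at 20 µM, with a fluorescence ratio check between 0.3 and a set limit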;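 further: plate controls were Siah plus tracer with DMSO for no effect and tracer alone without Siah for full effect; strong numbers were not always called active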
AID2073 = inhibitors of Mint1-CaV2.2 protein interaction, biochemical, HTRF (AID 2073); HTRF protein-protein interaction, Mint1-CaV2.2; higher % means a stronger effect; inhibition, % at 20 µM; hits with a dose series show IC50 in µM; hit rate 0.19% among 290,000; in the data active means inhibition mostly above about 51%, no sharp cut-off; inconclusive means no clear call, values can overlap the other calls; inactive means mostly below about 53%; further: some results filed as inactive read as strong as hits
Dengue-2 NS5 capping pilot replicate = second read-out of Dengue-2 NS5 capping, no call of its own (marks repeat the call); inhibition, %; measured here: pilot screen replicate inhibition
* = called active by the depositor; u = inconclusive; x = no result given.

SMILES	HIV peptide binding	SV40 large T antigen	MgcRacGAP inhibition	Dengue-2 NS5 capping	RSV CPE inhibition	XIAP antagonists	LYP inhibition	SIAH1 antagonists	AID2073	others
CCc1ccc(NS(=O)(=O)c2cc(OC)ccc2OC)cc1	-1.5%	8%	0%	-1%	3.2%	-2.2%	-7%	-3%	1%
O=S(=O)(Nc1ccc2nc(C(F)(F)F)[nH]c2c1)c1ccccc1	-3.9%	2%	-3%	-5%	8.4%	-4.9%	-6%	6%	7%
Cc1cc(Br)ccc1NC(=O)CNC(=O)Cn1ncc(Cl)c(Cl)c1=O	-0.4%	15%	9%	-6%	12%	-2.2%	0%	-3%	-20%
COc1ccc(NC(=O)CCN2CCC(C)CC2)cc1	0.5%	8%	13%	9%	-1.6%	-6.0%	-9%	-1%	u
c1ccc(-c2csc(NNC3=NCCCCC3)n2)cc1	0.7%	61µM*	-65%	-30%	-0.1%	2.5%	-4%	3%	11%
Cc1ccc2c(c1)c1ncnc(N3CCC4(CC3)OCCO4)c1n2C	-2.8%	8%	x	x	x	-0.3%	-7%	3%	20%
Nc1nc2ccccc2n1C(=O)c1cccs1	-0.1%	-3%	-9%	-7%	-0.5%	-7.2%	5%	1%	13%
CCc1c(C)c(C#N)c2nc3ccccc3n2c1NCc1ccccn1	-0.9%	22%	5%	-3%	3.6%	-5.8%	-10%	6%	15%
CN(C(=O)c1ccccc1C(=O)c1ccccc1)C1CCS(=O)(=O)C1 (stereo not drawn)	2.9%	5%	-8%	2%	1.9%	-6.3%	-4%	-3%	12%
Cc1cc(C)c(N)c(C(=O)O)c1	1.1%	4%	14%	-4%	1.5%	x	-14%	3%	12%
CN(Cc1ccccc1)CC(O)COc1ccc(CNCc2cc3ccccc3s2)cc1 (stereo not drawn)	-0.8%	0%	5%	-4%	u	x	-9%	-2%	1%	Dengue-2 NS5 capping pilot replicate=-0.3
CCOC(=O)c1c(C)n(-c2ccccc2)c2ccc(O)cc12	-0.4%	9%	4%	-2%	-0.8%	-7.6%	-10%	0%	2%

Molecules listed so far that have sulfur (6):
SMILES	HIV peptide binding	SV40 large T antigen	MgcRacGAP inhibition	Dengue-2 NS5 capping	RSV CPE inhibition	XIAP antagonists	LYP inhibition	SIAH1 antagonists	AID2073	others
CCc1ccc(NS(=O)(=O)c2cc(OC)ccc2OC)cc1	-1.5%	8%	0%	-1%	3.2%	-2.2%	-7%	-3%	1%
O=S(=O)(Nc1ccc2nc(C(F)(F)F)[nH]c2c1)c1ccccc1	-3.9%	2%	-3%	-5%	8.4%	-4.9%	-6%	6%	7%
c1ccc(-c2csc(NNC3=NCCCCC3)n2)cc1	0.7%	61µM*	-65%	-30%	-0.1%	2.5%	-4%	3%	11%
Nc1nc2ccccc2n1C(=O)c1cccs1	-0.1%	-3%	-9%	-7%	-0.5%	-7.2%	5%	1%	13%
CN(C(=O)c1ccccc1C(=O)c1ccccc1)C1CCS(=O)(=O)C1 (stereo not drawn)	2.9%	5%	-8%	2%	1.9%	-6.3%	-4%	-3%	12%
CN(Cc1ccccc1)CC(O)COc1ccc(CNCc2cc3ccccc3s2)cc1 (stereo not drawn)	-0.8%	0%	5%	-4%	u	x	-9%	-2%	1%	Dengue-2 NS5 capping pilot replicate=-0.3

(further entries)
SMILES	HIV peptide binding	SV40 large T antigen	MgcRacGAP inhibition	Dengue-2 NS5 capping	RSV CPE inhibition	XIAP antagonists	LYP inhibition	SIAH1 antagonists	AID2073	others
Cc1cc(C=O)c(O)cc1O	-0.9%	17%	2%	-2%	1.2%	x	-12%	0%	6%
O=C(O)c1cccc(NC(=O)c2cn(-c3ccccc3)nc2-c2ccc([N+](=O)[O-])cc2)c1	27%	7%	6%	-2%	19%	x	-4%	0%	6%
CN(C)c1cc[n+](CC(=O)c2cccs2)cc1	-1.5%	-6%	7%	-3%	-0.5%	x	0%	-6%	10%
CCOc1nc(C)cc(C)c1S(=O)(=O)c1cccc(Cl)c1	0.1%	-9%	8%	-6%	0.5%	x	-5%	-3%	16%
COc1ccc(N=Nc2cc(C)c(O)c(CN3CCCCC3)c2)cc1	-1.9%	10%	21%	-10%	12%	x	-8%	-1%	33%
CN1CCN(c2ncnc3c2[nH]c2ccc(F)cc23)CC1	-1.0%	15%	22%	5%	-1.2%	-10%	-14%	2%	8%
CCC(C(=O)N1CCN(C(=O)c2ccco2)CC1)c1ccccc1 (stereo not drawn)	3.8%	2%	9%	-2%	0.7%	-3.8%	-5%	-1%	-1%
COc1cccc(C2c3c(oc4cc(C)c(C)cc4c3=O)C(=O)N2CCCN(C)C)c1 (stereo not drawn)	-1.0%	6%	13%	-3%	-0.8%	1.9%	-2%	-4%	6%
Cc1ccc(CN=c2c([N+](=O)[O-])nn(-c3ccc4c(c3)OCCO4)n2O)cc1	-5.5%	21%	6%	0%	6.0%	-7.6%	-6%	-8%	-12%
N#Cc1ccc(NC(=O)Cn2cnc([N+](=O)[O-])c2)cc1	-2.5%	14%	8%	x	1.7%	x	-3%	3%	6%
CCCCn1c(N)c(N(CC(C)C)C(=O)c2ccc(Cl)c(S(=O)(=O)N3CCCC3)c2)c(=O)[nH]c1=O	x	7%	6%	-2%	-1.9%	x	x	x	x
Nc1ccccc1OCCOCCOc1ccccc1N	-3.7%	17%	7%	-7%	3.0%	-5.2%	-6%	-4%	-10%

Screening data from PubChem BioAssay.

Random draw from the library (roughly 1.7% active in at least one column).
